Source: PubChem BioAssay (National Center for Advancing Translational Sciences (NCATS))
ATXN2 expr inh – inhibitors of ATXN2 expression; HEK-293 ATXN2-luciferase reporter, luminescence, 24 h; Potency, µM (top dose mostly 57 µM), for the others: at the top dose activity change, negative = inhibition, usual class: inhibitors; 0.72% of 360,000 active; note: % is set by controls: 0 for no effect and ±100 for the full control effect; nearly all actives have a fitted effect of over 55% in size
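qHTS (up to 57 uM final) was run with 24 h compound exposure of reporter cells at 37 °C. Each well was multiplexed: SteadyGlo luminescence measured ATXN2-luciferase expression after a fluorogenic Gly-Phe-AFC viability readout (25 uM final).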
Nrf2 ARE act – activators of Nrf2 (ARE) signaling; AREc32 ARE-luciferase reporter (MCF7-derived line), luminescence, 24 h; 0.31% of 410,000 active; Potency, µM (titrated, usually from 46.1 µM), for inactives: top-dose activation, actives largely listed as activators; AID 624171; note: % of control where 0% means no effect; nearly all actives have a fitted effect of over 65% in size
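Each well held 1000 AREc32 cells, which were incubated with compound for 24 hr at 37 deg C after overnight attachment, and ARE reporter activity was quantified by firefly luciferase luminescence.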
EPAC2 antagonist – EPAC2 (human) antagonism; Q8WZA2; EPAC2 GEF exchange of Rap1B-BODIPY-GDP, fluorescence; Potency, µM (titrated, usually from 114 µM), for inactives: top-dose activity, negative = inhibition, actives largely listed as inhibitors; 0.18% of 360,000 active; AID 720708; note: % is set by controls: 0 for no effect and ±100 for the full control effect; nearly all actives have a fitted effect of over 45% in size; many of its hits are not listed in these tables
Target sequence (Q8WZA2 whole entry, looked up): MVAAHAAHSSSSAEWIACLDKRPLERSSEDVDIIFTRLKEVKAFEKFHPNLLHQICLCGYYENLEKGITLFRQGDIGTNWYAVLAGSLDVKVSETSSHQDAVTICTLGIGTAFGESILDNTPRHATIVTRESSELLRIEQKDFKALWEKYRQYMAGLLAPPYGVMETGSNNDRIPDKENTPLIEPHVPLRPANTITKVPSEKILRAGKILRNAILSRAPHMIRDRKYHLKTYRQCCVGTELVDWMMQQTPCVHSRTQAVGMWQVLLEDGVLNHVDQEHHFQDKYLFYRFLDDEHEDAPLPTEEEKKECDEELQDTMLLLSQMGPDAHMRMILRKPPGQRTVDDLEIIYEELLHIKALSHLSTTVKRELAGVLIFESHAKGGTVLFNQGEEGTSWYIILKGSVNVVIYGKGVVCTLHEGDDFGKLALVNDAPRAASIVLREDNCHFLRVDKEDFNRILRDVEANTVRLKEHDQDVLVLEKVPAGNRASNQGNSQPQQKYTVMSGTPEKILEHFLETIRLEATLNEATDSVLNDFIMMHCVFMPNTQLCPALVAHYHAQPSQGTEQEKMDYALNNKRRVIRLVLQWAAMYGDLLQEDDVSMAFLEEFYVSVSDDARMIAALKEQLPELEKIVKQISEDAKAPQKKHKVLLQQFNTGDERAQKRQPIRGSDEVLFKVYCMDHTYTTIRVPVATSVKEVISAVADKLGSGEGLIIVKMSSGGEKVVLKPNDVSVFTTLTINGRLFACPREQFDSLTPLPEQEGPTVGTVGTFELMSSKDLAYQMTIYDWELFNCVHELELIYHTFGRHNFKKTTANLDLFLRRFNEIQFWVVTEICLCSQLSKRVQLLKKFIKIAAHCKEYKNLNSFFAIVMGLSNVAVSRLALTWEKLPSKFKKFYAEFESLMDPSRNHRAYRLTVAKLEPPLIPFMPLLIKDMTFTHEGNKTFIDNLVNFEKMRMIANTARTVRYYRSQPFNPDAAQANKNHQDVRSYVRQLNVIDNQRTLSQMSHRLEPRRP
A549 viability – counter-screen for Nrf2 inhibitors: cytotoxicity in A549 cells | A549 ARE-Fluc cells, CellTiter-Fluor viability, 18-24 h | Potency, µM (top dose mostly 46 µM), inactives show at the highest dose activity change, negative = cytotoxicity, actives largely listed as inhibitors | 0.16% of 390,000 active; note: % is set by controls: 0 for no effect and ±100 for the full control effect
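Cytotoxicity counterscreen: CellTiter-Fluor fluorescence was measured in A549 ARE_Fluc cells after 18-24 h of compound exposure in a concentration series. The subsequent BugLite luminescent read reports ARE-luciferase activity.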
HepG2 tox – counter-screen for TGF-b inhibitors: cytotoxicity in HepG2 cells; HepG2 CAGA-GFP viability, ATP luminescence, 18 h; Potency, µM (top dose mostly 46.1 µM), for the others: top-dose activity change, negative = cytotoxicity, usual class: cytotoxic; 0.76% of 410,000 active; AID 588856; note: some results filed as inactive show a strong effect at the top dose
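CellTiter-Glo luminescence gave cytotoxicity after 18 hours at 37 degrees C. The cells were HepG2 CAGA-GFP in 1% FBS DMEM, stimulated with 500 pg/mL TGF-beta after compound addition. %Activity was normalised to no-cell wells (complete cell-killing) and DMSO (no toxicity), and curves were fitted and classified.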
ATXN viability – reduces viability in counter-screen for ATXN expression inhibitors; S2 cells (HEK-293 line with an ATXN2-luciferase reporter) viability, CellTiter-Fluor protease fluorescence, 24 h; Potency, µM (top dose mostly 56.7 µM), actives largely listed as cytotoxic; 0.49% of 400,000 active; AID 651635; note: nearly all actives have a fitted effect of over 40% in size
MCF10A rereplic – inducers of DNA re-replication in MCF 10A breast cells | Potency, µM (top dose mostly 46.1 µM), for the others: at the top dose activity, positive = re-replication, hits mostly activators | MCF 10A DNA re-replication, Hoechst nuclear intensity, 48 h | 2.9% of 350,000 active; note: % of control where 0% means no effect; nearly all actives have a fitted effect of over 50% in size
TGFb SMAD3 inh – inhibitors of TGF-b signaling | HepG2 CAGA-GFP TGF-b/SMAD3 reporter, GFP fluorescence, 18 h; TGF-beta stimulated, 500 pg/mL final | 1.2% of 410,000 active | Potency, µM (doses to about 46.1 µM), for inactives: at the top dose activity, negative = inhibition, hits mostly inhibitors; note: % is set by controls: 0 for no effect and ±100 for the full control effect; nearly all actives have a fitted effect of over 65% in size
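HEPG2 CAGA-GFP, 1000 cells/well; 2 h settle, 37 C; cpd via pin tool; TGF-b 500 pg/mL final; 18 h, 37 C; GFP imaging ex488/em500-530; %Activity normalised to -TGF-b and +DMSO controls; CRC fit, curve class.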
Nrf2 inh – blocks Nrf2 signaling | A549 ARE-Fluc reporter, luciferase luminescence, 18-24 h | Potency, µM (titrated, usually from 46 µM), for inactives: top-dose activity change, negative = inhibition, hits mostly inhibitors | 2.1% of 360,000 active; note: % is set by controls: 0 for no effect and ±100 for the full control effect; nearly all actives have a fitted effect of over 60% in size
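A549 ARE_Fluc cells, 5000/well, 5% FBS OPTI-MEM; compounds in dose-response, 18-24 h at 37 °C/5% CO2; CellTiter-Fluor viability read (Ex 405/Em 525), then BugLite luciferase luminescence = Nrf2 activity.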
The depositor's hits bear a star; i = inactive; ? = inconclusive; nt = no result given; [ ] = dose if it differs, or a comment. Calls come from the whole dose curve; as a rule, active = well fitted curve in the direction sought with a large enough effect; inconclusive = small, poorly fitted or top-dose-only effect, or another doubt; inactive = no such curve, though single readings can be large; an effect the other way counts as inactive or inconclusive. Potency is the fitted concentration of half-maximal effect.

SMILES	ATXN2 expr inh	Nrf2 ARE act	EPAC2 antagonist	A549 viability	HepG2 tox	ATXN viability	MCF10A rereplic	TGFb SMAD3 inh	Nrf2 inh
C=CCN(C(=O)c1csnn1)C(C(=O)NC1CCCCC1)c1ccc(Cl)cc1 (stereo not drawn)	8%	0.4%	-4%	-6%	-3%	i	?	-15%	0%
O=c1oc2ccccc2cc1-c1csc(Nc2ccc(O)cc2)n1	33%[activator]	?	15%	-17%	-3%	?	15µM*	?	?
CCc1ccc(S(=O)(=O)Nc2ccc(O)c3c(=O)cc(-c4ccccc4Cl)oc23)cc1	-15%	11%	4%	2%	2%	i	-31%	?	0%
CC(C)NC(=O)Cn1cnc2c(cnn2-c2ccc(F)cc2)c1=O	5%	-0.4%[9.22 µM]	-2%	-4%	8%	i	-5%	13%	-12%
Nc1c(S(=O)(=O)c2cc(Cl)ccc2Cl)c2nc3ccccc3nc2n1CCN1CCOCC1	-25%	2.8%	-13%	?	-25%	i	?	-14%	nt
CCn1c(CNC(=O)C23CC4CC(CC(C4)C2)C3)nnc1SCC(=O)Nc1ccc(F)cc1	-1%	0.9%	nt	7%	-12%	i	nt	?	3%
CCOC(=O)c1sc(=S)n(-c2ccc(Cl)cc2)c1C	-1%	-0.2%	-1%	2%	17%	i	?	-1%	0%
O=C(COC(=O)c1cc([N+](=O)[O-])ccc1N1CCOCC1)NCc1ccccc1	nt	0.7%	-6%	nt	0%	i	nt	-1%	nt
COc1ccc(S(=O)(=O)NCc2ccccn2)cc1NC(=O)c1ccc(C)cc1	-12%	-0.2%	18%	-26%	1%	i	?	-19%	10%
CN(C)C(CNC(=O)c1cccc(S(=O)(=O)N2CC3(C)CC2CC(C)(C)C3)c1)c1ccco1 (stereo not drawn)	1%	0.7%	-4%	nt	-8%	i	1%	-14%	?
Cc1nc(-c2cc(-c3nc(-c4cc(C(F)(F)F)cc(C(F)(F)F)c4)no3)no2)cs1	-7%	-0.4%	-3%	-5%	12%	i	-1%	-10%	7%
C[C@H]1CN=C(N(C)C)N1CCc1cccc(F)c1	-2%	0.5%	7%	2%	-8%	i	6%	4%	4%
Nn1c(SCC(=O)N2CCCc3ccccc32)nnc1-c1ccccc1	10%	-0.1%	-5%	-1%	-1%	i	1%	-5%	nt
C=CCn1c(COc2ccc(OC)cc2)nnc1SC(C)C(=O)NC1CC1 (stereo not drawn)	nt	-0.4%	1%	-4%	2%	?	-5%	16%	-23%
N/C(=N\OC(=O)c1ccc2c(c1)OCO2)c1cccc([N+](=O)[O-])c1	nt	3.6%	4%	-2%	0%	i	-17%	-4%	?
O=C1C(=O)N(CCCN2CCOCC2)C(c2ccc(F)cc2)/C1=C(/O)c1ccccc1 (stereo not drawn)	nt	-0.8%	7%	-15%	-30%	i	3%	7%	1%
CCOc1ccccc1NC(=S)NCc1ccccc1	-10%	-1.1%	1%	6%	-19%	i	2%	-24%	1%
O=C(NCc1cccnc1)NC(=O)c1ccc(Cl)cc1	2%	0.5%	9%	-4%	-1%	i	19%	-1%	-14%
NNC(=O)c1cncn1-c1ccc(F)cc1	-7%	-0.5%	-11%	8%	3%	i	-2%	22%	-8%
CC1=C(c2ccccc2)[N+](=O)C2(CCCCC2)N1[O-]	nt	4.0%	3%	-7%	-4%	i	-3%	0%	-10%
O=C(COC(=O)c1cccc(S(=O)(=O)N2CCOCC2)c1)Nc1ncc(C(F)(F)F)cc1Cl	7%	-0.8%	1%	-5%	2%	i	9%	5%	15%
O=C(NCCCN1CCCCCC1)c1ccc2c(c1)NC(=O)C(N1CCOCC1)S2 (stereo not drawn)	3%	-0.1%	14%	?	1%	i	-33%[inhibitor]	12%	8%
COc1ccc(CCNC(=O)COC(=O)c2cc(=O)[nH]c3ccccc23)cc1	6%	-0.6%	23%	0%	-2%	i	0%	-6%	4%
O=C(CCc1ccc(S(=O)(=O)N2CCOCC2)cc1)Nc1c(F)cccc1F	nt	0.3%	1%	-6%	-2%	i	4%	8%	-1%
C=CCOc1ccccc1CN1CCC(Oc2ccc(C(=O)N3CCCC3)cc2)CC1	-3%	0.1%	3%	-19%	-21%	?	15%	?	-1%
SMILES	ATXN2 expr inh	Nrf2 ARE act	EPAC2 antagonist	A549 viability	HepG2 tox	ATXN viability	MCF10A rereplic	TGFb SMAD3 inh	Nrf2 inh
C=CCn1c(SCC(=O)NCCO)nc2sc(C)c(C)c2c1=O	22%	3.0%	-3%	-10%	5%	?	?	16%	-1%
COc1cccc(-n2nnc3c(=O)n(CC(=O)Nc4cc(C)on4)cnc32)c1	1%	-0.4%	1%	-7%	9%	i	8%	6%	-28%
O=C(Nc1ccc2c(c1)OCCO2)C(C1CC1)N1CCN(c2ccc(F)cc2)CC1 (stereo not drawn)	-11%	0.0%	12%	nt	-26%	?	nt	-47%	nt
Cc1oc(-c2ccccc2)nc1C(=O)OCC(=O)NCc1ccccc1	nt	-0.8%	-5%	14%	5%	i	-1%	-6%	2%
O=C(NCCCCCNC(=O)c1cccnc1)c1cccnc1	-1%	-0.9%	16%	18%	-12%	i	1%	?	-1%
COc1cccc(-n2nnc3c(=O)n(CC(=O)N4CCCc5ccccc54)cnc32)c1	-9%	-0.5%	-4%	-2%	0%	i	-9%	-9%	nt
COCCN(CCOC)C(=O)c1cc2sc3ccccc3c2s1	1%	2.2%	-1%	9%	3%	i	-5%	0%	-11%
Cc1ccc(/C=C/C(=O)OCC(=O)c2ccc3c(c2)NC(=O)CO3)o1	-25%	6.7%	-8%	-11%	-2%	?	-16%	0%	-22%
CCCOc1ccc(OCCn2nc(C(=O)O)c3ccccc3c2=O)cc1	-13%	2.3%	-5%	4%	-22%	i	2%	0%	?
CCn1c(-c2cc(C3CC3)nc3ccccc23)n[nH]c1=S	2%	-0.9%	6%	-3%	-1%	i	4%	-6%	-8%
Fc1ccc(NC(=S)N2N=CCC2c2ccccc2)cc1 (stereo not drawn)	nt	2.5%	8%	-5%	3%	nt	-2%	-7%	?
Cc1ccc(/C=C/C(=O)Nc2ccc(N(C)C)cc2)o1	64%[activator]	1.9%	-2%	-7%	-7%	i	3%	-16%	?
Cc1oc(-c2cccc(Br)c2)nc1CN1CCC(C(=O)NCc2ccccc2)CC1	nt	0.7%	nt	9%	-12%	nt	nt	0%	nt
Cc1cc(S(=O)(=O)N2CCCOC2CNC(=O)C(=O)NCCc2ccco2)ccc1F (stereo not drawn)	7%	0.3%	6%	-3%	21%	i	-15%	-27%	-6%
COC(=O)CCCC(=O)N1CCOCCN(C(=O)CCCC(=O)OC)CCOCC1	-8%	-0.2%	1%	5%	-18%	i	-2%	-7%	nt
COc1ccc(-c2nc(CS(=O)CC(=O)N3CCN(C)CC3)c(C)o2)cc1 (stereo not drawn)	10%	0.1%	-6%	0%	-2%	i	0%	1%	-10%
CC(C)CN(CC(C)C)C(=S)Nc1ccc(Cl)cc1	-20%	6.0%	?	-22%	7%	nt	18µM*	?	26µM*
CCN1CCN(c2ccc(S(=O)(=O)N3CCCCC3)cc2NC(=O)c2ccccc2)CC1	-4%	-0.2%	0%	2%	0%	i	3%	24%	3%
COc1ccc(-c2cc(C(=O)NCc3ccco3)no2)cc1OC	18%	4.5%	5%	-3%	6%	i	-15%	-11%	?
COCCNC(=O)C1(C)CCCN(C(=O)c2ccccc2C(F)(F)F)C1 (stereo not drawn)	12%	-0.3%	6%	nt	2%	i	nt	29%	nt
Cc1ccc(S(=O)(=O)NC(CC(=O)O)c2cccs2)cc1 (stereo not drawn)	14%	-0.7%	2%	13%	1%	i	-1%	-8%	10%
COc1ccccc1NC(=O)CC1C(=O)NCCN1C(=O)Nc1ccccc1 (stereo not drawn)	7%	4.3%	8%	-1%	-10%	i	18%	-20%	18%
CC1=C(C#N)C(=O)NC(C)(C)C1	-2%	-0.7%	-4%	8%	13%	i	-1%	19%	12%
CN(C(=O)c1cccc(S(=O)(=O)N2CCOCC2)c1)c1c(N)n(Cc2ccccc2)c(=O)[nH]c1=O	6%	-0.7%	-25%	1%	2%	i	6%	4%	-15%

Among those listed so far, 7 have a Cl atom:
SMILES	ATXN2 expr inh	Nrf2 ARE act	EPAC2 antagonist	A549 viability	HepG2 tox	ATXN viability	MCF10A rereplic	TGFb SMAD3 inh	Nrf2 inh
C=CCN(C(=O)c1csnn1)C(C(=O)NC1CCCCC1)c1ccc(Cl)cc1 (stereo not drawn)	8%	0.4%	-4%	-6%	-3%	i	?	-15%	0%
CCc1ccc(S(=O)(=O)Nc2ccc(O)c3c(=O)cc(-c4ccccc4Cl)oc23)cc1	-15%	11%	4%	2%	2%	i	-31%	?	0%
Nc1c(S(=O)(=O)c2cc(Cl)ccc2Cl)c2nc3ccccc3nc2n1CCN1CCOCC1	-25%	2.8%	-13%	?	-25%	i	?	-14%	nt
CCOC(=O)c1sc(=S)n(-c2ccc(Cl)cc2)c1C	-1%	-0.2%	-1%	2%	17%	i	?	-1%	0%
O=C(NCc1cccnc1)NC(=O)c1ccc(Cl)cc1	2%	0.5%	9%	-4%	-1%	i	19%	-1%	-14%
O=C(COC(=O)c1cccc(S(=O)(=O)N2CCOCC2)c1)Nc1ncc(C(F)(F)F)cc1Cl	7%	-0.8%	1%	-5%	2%	i	9%	5%	15%
CC(C)CN(CC(C)C)C(=S)Nc1ccc(Cl)cc1	-20%	6.0%	?	-22%	7%	nt	18µM*	?	26µM*

2 entries from above, set out differently:
| canonical_smiles | ATXN2 expr inh | Nrf2 ARE act | EPAC2 antagonist | A549 viability | HepG2 tox | ATXN viability | MCF10A rereplic | TGFb SMAD3 inh | Nrf2 inh |
| --- | --- | --- | --- | --- | --- | --- | --- | --- | --- |
| CC(C)CN(CC(C)C)C(=S)Nc1ccc(Cl)cc1 | -20% | 6.0% | ? | -22% | 7% | nt | 18µM* | ? | 26µM* |
| CCN1CCN(c2ccc(S(=O)(=O)N3CCCCC3)cc2NC(=O)c2ccccc2)CC1 | -4% | -0.2% | 0% | 2% | 0% | i | 3% | 24% | 3% |

Not all compounds are listed, so the mix of outcomes need not match the whole.
